Source: PubChem BioAssay
HIF-2a block = inhibitors of HIF-2a; 786-0 RCC cells HIF-2a reporter, luciferase luminescence, overnight; inhibition, % at 18.8 µM; 360,000 compounds, 0.72% hits; AID 624352;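 active = inhibition of the luminescence signal of 40% or more relative to plate controls, in a single-dose primary screen at 18.75 µM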
CaV13 FRET inh = Disruptors of the CACNA1D IQ motif to Ca2+-dependent inactivation inhibitor domain association, primary screening, Förster resonance energy transfer in intact living …; 340,000 compounds, 0.098% hits; HEK cells, CFP/YFP FRET ICDI-IQ, plate reader, 10 min; percent FRET-ratio fall versus neutral wells; inhibition, % at 12.3 µM;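 active = mean replicate inhibition of at least 30% and at least 1% of replicates passing that level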;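 note: 0% = median of the neutral control wells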
PDI inh = blocks human protein disulfide isomerase activity | PDI insulin aggregation turbidity, A650, 90 min | 350,000 compounds, 0.052% hits | P07237 | inhibition, % at 10 µM;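 active = mean inhibition across replicates of 30% or more, whatever share of single replicates reach that level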;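 note: absorbance from insulin aggregation driven by PDI reduction with DTT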
Target sequence (P07237 whole entry, looked up): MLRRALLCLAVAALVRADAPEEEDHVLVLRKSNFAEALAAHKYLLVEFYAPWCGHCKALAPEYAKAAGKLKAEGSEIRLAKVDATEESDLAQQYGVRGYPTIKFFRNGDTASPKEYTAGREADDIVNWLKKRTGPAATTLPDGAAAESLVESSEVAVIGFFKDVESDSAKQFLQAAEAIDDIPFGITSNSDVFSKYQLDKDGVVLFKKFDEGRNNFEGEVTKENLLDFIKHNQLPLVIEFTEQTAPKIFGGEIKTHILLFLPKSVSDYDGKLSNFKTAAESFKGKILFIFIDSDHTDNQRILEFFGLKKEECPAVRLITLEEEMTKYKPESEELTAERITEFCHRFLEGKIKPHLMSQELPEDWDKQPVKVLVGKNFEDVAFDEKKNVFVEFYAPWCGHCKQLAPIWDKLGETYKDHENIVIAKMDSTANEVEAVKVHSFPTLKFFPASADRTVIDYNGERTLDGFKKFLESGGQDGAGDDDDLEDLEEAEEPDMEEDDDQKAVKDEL
CF NFkB block = blocks PAF-induced NF-kB reporter in cystic fibrosis cells; AID 588850; 360,000 compounds, 0.86% hits; inhibition, % at 5 µM; KKLEB NF-kB-GFP reporter, GFP fluorescence overnight;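 active = at least 50% inhibition at 5 µM, scaled per plate between neutral and stimulator controls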;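 note: PAF is a Pseudomonas aeruginosa culture filtrate used as stimulus; plate controls were PAF-stimulated DMSO wells for no effect and unstimulated DMSO wells for full effect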
Shn3 inh set2 = inhibitors of Schnurri-3 3'UTR reporter in osteoblasts. 360,000 compounds, 0.52% hits. Clone20 osteoblast Shn3 3'UTR firefly luciferase, 24 h. inhibition, % at 12.5 µM;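 active = mean inhibition of at least 75% with every replicate also reaching 75%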;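 note: 0% = median of neutral control wells and 100% = pilot-screen positive control compound; some compounds past the cut are filed as inactive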
Vif inh = inhibitors of HIV Vif. inhibition, % at 7.49 µM. 340,000 compounds, 0.35% hits. HEK293T cells, Vif self-association by quenched fluorescence, imaging, 24 h; in the data active = inhibition above about 50%, passing the limit was not always enough; note: some results filed as inactive read as strong as hits
MITF TRPM1 inh = MITF TRPM1 promoter inhibition in SK-MEL-5 cells. AID 488899. inhibition, % at 12.5 µM. 330,000 compounds, 0.83% hits. SK-MEL-5 TRPM1 promoter luciferase, 24 h;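 active = mean inhibition across replicates of 60% or more, whatever share of single replicates reaches that level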; note: values of inactives mirror those of a sister screen read the other way
Peg3 promoter = reduces Peg3 promoter-driven luciferase expression in HeLa | AID 588405 | 360,000 compounds, 1.7% hits | inhibition, % at 20 µM | HeLa PEG-Prom luciferase reporter, luminescence, overnight;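 active = inhibition of at least 50% at 20 µM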
NR2E3 ag-1 = activates human photoreceptor nuclear receptor NR2E3; GST-NR2E3/biotin-RetCOR TR-FRET, 1536-well; inhibition of corepressor binding, % at 4.78 µM; 320,000 compounds, 0.12% hits; AID 2300;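 active = percent inhibition above the cutoff of mean plus 3 SD of all tested compounds, set per screening campaign, cut at about 20% in these data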;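 note: 0% = DMSO wells and 100% = biotin wells as full block of FRET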
Target sequence (Q9Y5X4 whole entry, looked up): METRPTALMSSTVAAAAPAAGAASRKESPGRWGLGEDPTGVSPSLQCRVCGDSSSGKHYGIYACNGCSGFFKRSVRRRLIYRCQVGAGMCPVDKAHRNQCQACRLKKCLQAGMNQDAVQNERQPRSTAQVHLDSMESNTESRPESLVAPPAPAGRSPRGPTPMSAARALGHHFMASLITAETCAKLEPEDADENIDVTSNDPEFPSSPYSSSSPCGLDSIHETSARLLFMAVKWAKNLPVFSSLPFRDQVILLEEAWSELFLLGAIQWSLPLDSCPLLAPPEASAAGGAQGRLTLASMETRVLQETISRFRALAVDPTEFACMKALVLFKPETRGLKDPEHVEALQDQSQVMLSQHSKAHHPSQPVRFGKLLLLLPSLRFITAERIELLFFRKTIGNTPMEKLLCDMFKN
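Material – GST-tagged NR2E3 plus biotinylated RetCOR corepressor · Quantity – NR2E3 fusion 1.35 nM · Times – 5 h incubation at 4 °C · Medium – pH 7.5 Tris-based buffer · Technique – TR-FRET, Eu(K)-anti-GST donor, streptavidin-D2 acceptor, ex 340, em 617/671 nm · Benchmarks – high control biotin, low control 0.6% DMSO · Format – 1536-well plates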
NR2E3 ag-2 = human photoreceptor-specific nuclear receptor agonism; Q9Y5X4; inhibition of corepressor binding, % at 3.98 µM; AID 602229; CHO-S Gal4-NCOR/VP16-NR2E3 two-hybrid, luciferase; 360,000 compounds, 0.35% hits;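 active = inhibition above the mean of all tested compounds plus 3 SD, cut at about 70% in these data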;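 note: 0% = DMSO with NR2E3 transfected cells and 100% = cells lacking NR2E3 construct; higher means lower luciferase signal from less NR2E3 corepressor binding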
KKLEB cytotox = reduces viability of KKLEB cystic fibrosis airway cells | activity change (cytotoxicity), % at 5 µM | KKLEB CF airway cells viability, ATPlite luminescence, overnight; hits give low values; cells stimulated with P. aeruginosa culture filtrate | 360,000 compounds, 0.36% hits;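 active = corrected activity change at or below -50% at 5 µM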
Active calls of the source: *; / = no result given.

SMILES	HIF-2a block	CaV13 FRET inh	PDI inh	CF NFkB block	Shn3 inh set2	Vif inh	MITF TRPM1 inh	Peg3 promoter	NR2E3 ag-1	NR2E3 ag-2	KKLEB cytotox
Cc1ccccc1N/N=C/c1sc(=O)n(Cc2cccc(C(=O)O)c2)c1Cl	7	-6	-2	-21	7	10	2	-5	-5	-13	-5
O=C(NC1CCCCC1)C(c1cccs1)N(C(=O)c1ccco1)c1ccc2c(c1)OCCO2 (configuration not stated)	-13	-1	10	4	23	-18	2	-48	-2	-27	7
COc1ccc(S(=O)(=O)NCC(=O)N(CC(=O)NCC2CCCO2)c2ccccc2C)cc1 (configuration not stated)	15	0	2	13	-15	12	6	1	2	4	-2
CC(=O)Nc1ccc(OCC(O)Cn2c3ccccc3c3ccccc32)cc1 (configuration not stated)	14	-5	-4	19	-26	-6	6	1	5	-4	-10
O=C(Cc1ccc(NC(=O)C2CCCN(C(=O)CCc3ccccc3)C2)cc1)Nc1cccc(C(=O)N2CCCCC2)c1 (configuration not stated)	0	-7	-1	1	0	-5	12	12	/	-20	11
O=C(/C=C/c1ccc(Cl)cc1Cl)NCCSCc1ccccc1	-31	-13	1	-14	-21	1	-3	-8	1	-16	-8
O=C1C(C2=NC(C(=O)O)C3C(=O)N(c4ccccc4)C(=O)C23)=C(O)c2ccccc21 (configuration not stated)	-1	-5	-4	4	2	22	-7	15	3	-17	-1
Cc1cccc2nc(C(=O)Nc3cccc(C(=O)NC4CC4)c3)cn12	-214	-2	-13	-13	-36	-1	-68	-152	0	-68	2
CN1c2ccccc2-c2nc3ccccc3n2C1c1ccco1 (configuration not stated)	-7	-2	-2	-10	-7	-10	20	27	1	-3	0
Cc1ccc(NC(=O)CN2C(=O)c3ccccc3C2=O)nc1	4	-4	18	6	-4	-4	3	10	0	-5	-1
Cn1c(SCC(=O)NCC2COc3ccccc3O2)nnc1C(F)(F)F (configuration not stated)	5	-6	-3	24	-5	0	-4	1	/	3	-10
CCCOc1ccc(F)cc1-c1cc(C(=O)NC2CCCCC2)[nH]n1	-13	-7	4	-34	-43	-14	/	-3	/	20	3
CN(C)CCNc1ncnc2sc(-c3ccccc3)cc12	-10	-2	0	-4	6	-5	3	13	-2	-13	5
O=C(O)/C=C1\CCCc2ccccc2C1O (configuration not stated)	5	-4	4	-4	12	-2	7	10	3	-33	12
Cc1ccc(-c2[nH]c(-c3ccccc3)nc2SCC(=O)NCC2CCCO2)cc1 (configuration not stated)	4	-7	/	30	4	0	/	3	-1	4	-6
O=C(/C=C/c1cccc(Cl)c1)NCc1cccs1	-120	-4	4	-7	-5	5	-10	-95	0	-40	-4
Cc1ccc(Nc2cc(-n3nc(C)cc3C)ncn2)cc1	-48	-4	-11	-16	6	15	-9	-20	6	-8	1
C(=N\C(/N=C/c1ccco1)c1ccco1)/c1ccco1	-20	-5	0	14	-17	1	-17	-25	4	-19	1
CCc1nnc(NC(=O)C2CC(=O)N(CCc3ccccc3)C2)s1 (configuration not stated)	11	-4	-1	-19	7	-3	5	-5	3	5	6
CC1CCN(S(=O)(=O)c2ccc(S(=O)(=O)NCC(=O)C(C)(C)C)cc2)CC1	4	-11	4	6	8	/	-15	8	-3	-2	-9
O=c1[nH]c2cc3c(cc2cc1CN(CCO)S(=O)(=O)c1ccccc1Cl)OCCO3	13	/	-5	-2	13	16	19	-10	-3	-3	-6
Cc1cc(NC(=O)CN2C(=O)CC(c3ccco3)Sc3ccccc32)no1 (configuration not stated)	21	/	-4	4	9	-9	15	7	0	-3	2
CCCn1c(=O)[nH]c(=O)c2c1nc(-c1cccs1)n2CCOC	12	-1	0	-21	-4	3	5	-4	4	-3	-6
COc1cc(C(=O)Nc2ccccc2NC(=O)c2cc(OC)c(OC)c(OC)c2)cc(OC)c1OC	24	-22	9	-20	-1	-14	/	11	0	-9	-1
Cc1ccc(C(=O)Nc2ccc(NC(=O)c3cccs3)cc2)c(C)c1	-3	-5	2	-31	32	9	-5	-7	1	-40	6

Part of the list above in order of heavy-atom count, highest first:
SMILES	HIF-2a block	CaV13 FRET inh	PDI inh	CF NFkB block	Shn3 inh set2	Vif inh	MITF TRPM1 inh	Peg3 promoter	NR2E3 ag-1	NR2E3 ag-2	KKLEB cytotox
O=C(Cc1ccc(NC(=O)C2CCCN(C(=O)CCc3ccccc3)C2)cc1)Nc1cccc(C(=O)N2CCCCC2)c1 (configuration not stated)	0	-7	-1	1	0	-5	12	12	/	-20	11
CCc1nnc(NC(=O)C2CC(=O)N(CCc3ccccc3)C2)s1 (configuration not stated)	11	-4	-1	-19	7	-3	5	-5	3	5	6
CCCn1c(=O)[nH]c(=O)c2c1nc(-c1cccs1)n2CCOC	12	-1	0	-21	-4	3	5	-4	4	-3	-6
Cc1ccc(NC(=O)CN2C(=O)c3ccccc3C2=O)nc1	4	-4	18	6	-4	-4	3	10	0	-5	-1

Other records:
SMILES	HIF-2a block	CaV13 FRET inh	PDI inh	CF NFkB block	Shn3 inh set2	Vif inh	MITF TRPM1 inh	Peg3 promoter	NR2E3 ag-1	NR2E3 ag-2	KKLEB cytotox
CCC(CC)=C(C#N)C(=O)NC1CCCCC1	11	-4	-1	-3	-5	3	-3	10	2	-8	4
COc1cc(C=C(c2nc3ccccc3s2)c2nc3ccccc3s2)cc(OC)c1O	-56	-5	0	-24	-15	1	8	-71	-1	3	8
CCc1ccc(N2C(=O)c3sc4nnc(-c5ccccc5)c(=O)n4c3C2=O)cc1	1	/	-7	-15	-20	9	40	39	-1	-35	3
Cc1cc(C#Cc2c(-c3ccccc3)n(C)c3ccccc23)ccc1F	-8	-10	13	-4	-13	1	5	-6	-2	32	15
Cc1nc2c3ccccc3n(Cc3ccccc3F)c2s1	5	1	4	11	-10	-2	-5	6	1	-40	4
Cc1ccc(S(=O)(=O)N2CCOCC2)cc1C(=O)NC(=S)N1CC(C)OC(C)C1 (configuration not stated)	15	3	-5	9	-24	0	-4	3	1	-20	4
CCCCC1CCC(C(=O)Nc2ccccc2)CC1 (configuration not stated)	-19	-6	-8	-15	5	-3	0	-12	4	19	24
COc1cccc(CNC(=O)C2CCCN2S(=O)(=O)c2ccc3c(c2)C(C)(C)C(=O)N3C)c1 (configuration not stated)	8	-6	-4	-58	5	6	7	4	-2	12	0
O=C(O)C1CC=CCC1C(=O)NNc1ccccc1 (configuration not stated)	17	-7	-1	8	-2	-1	9	5	0	2	-17
CC(=O)O[C@H]1[C@H](C)OC=C[C@@H]1OC(C)=O	7	-5	1	23	-19	-2	-1	10	5	6	-7
CCS(=O)(=O)N1CCC(C(=O)Oc2ccccc2Cl)CC1	15	-3	2	2	-6	-6	7	5	0	-9	-7
O=[N+]([O-])c1ccc2c(c1)oc1ccccc12	1	-5	-1	-13	-6	/	3	-11	-3	11	5
CCCCC(C(=O)O)C(C)CC(=O)NNC(=O)c1ccco1 (configuration not stated)	13	0	1	1	-10	-1	2	12	-1	22	6
O=S(=O)(c1ccc2c(c1)nc1n2CCC1)N1CCOCC1	9	-5	-2	17	-5	16	4	-1	2	-5	2
Cc1ccc(NC(=O)c2ccccc2NC(=O)CCC(=O)O)cc1	-61	-3	9	5	-53	19	-14	-62	-5	-25	12
CCn1c(=N)n(CC(=O)OC)c2ccccc21	13	/	-7	5	-2	/	9	8	-5	-11	1
Cc1ccc(NC(=O)c2ncn(CC(=O)N[C@H](C)c3cccc4ccccc34)n2)cc1C	-235	-7	5	15	-28	/	-17	-95	/	-38	-17
CC(C)Oc1cccc(C(=O)NC2=NCCS2)c1	-250	-2	5	-9	-57	-1	-42	-207	3	-135	19
CCN(CC(=O)Nc1cc(Cl)ccc1C)CC(=O)NC1CC1	4	-5	2	-7	3	-7	/	10	/	-10	10
Cc1ccccc1NC(=S)N1CCC(C(=O)c2ccc(F)cc2)CC1	-7	-7	-5	9	8	-7	-3	8	1	-4	1
Cc1ccccc1-c1ccc(CN2C(C(C)C)C(=O)N(Cc3cn(CCC4OCCO4)nn3)CCS2(=O)=O)cc1 (configuration not stated)	0	-10	/	16	38	-4	/	21	/	-1	-4
Cc1cc(NC(=O)CSc2ncc(C(F)(F)F)cc2Cl)no1	-1	-6	9	-6	-4	14	-11	6	/	-12	-2
COc1ccc(N(CC(=O)NC2CCCCC2)C(=O)CCCC(=O)Nc2ccccn2)c(OC)c1	13	-5	-8	1	18	15	4	3	-3	-19	5
N=C(N=C(N)N)N1CCc2ccccc21	12	-21	-4	-11	-28	3	1	7	-1	-6	-11
CC(O)(CS(=O)(=O)Cc1ccccc1)c1ccccc1Cl (configuration not stated)	14	-8	2	-7	0	/	-6	2	5	-20	1
CCc1cc(CNC(=O)CC2C(=O)NCCN2Cc2cccc(OC)c2)on1 (configuration not stated)	14	-6	-5	0	-15	7	0	24	3	2	4

Record cards, from the list above. Order of values: HIF-2a block, CaV13 FRET inh, PDI inh, CF NFkB block, Shn3 inh set2, Vif inh, MITF TRPM1 inh, Peg3 promoter, NR2E3 ag-1, NR2E3 ag-2, KKLEB cytotox
Profile of `Cc1ccc(C(=O)Nc2ccc(NC(=O)c3cccs3)cc2)c(C)c1` → -3, -5, 2, -31, 32, 9, -5, -7, 1, -40, 6
Profile of `O=C(/C=C/c1cccc(Cl)c1)NCc1cccs1` → -120, -4, 4, -7, -5, 5, -10, -95, 0, -40, -4
Profile of `Cc1cccc2nc(C(=O)Nc3cccc(C(=O)NC4CC4)c3)cn12` → -214, -2, -13, -13, -36, -1, -68, -152, 0, -68, 2
